Screening results as filed in PubChem.
MITF inh – inhibitors of human MITF | O75030 | AlphaScreen MITF homodimerization, bead proximity signal | inhibition, % at 2.6 µM | 0.91% of 650,000 active; in the data active means inhibition above about 50%;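 further: 0% = vehicle wells with protein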
FBW7 activator – activators of human E3 ligase FBW7; Q969H0; AlphaScreen FBW7–phospho-cyclin E peptide binding, activator screen; normalized activity (activation), % at 26.1 µM; 0.13% of 650,000 active; AID 1259310; in the data active means normalized activity above about 1.9%;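 further: purified mutant Fbw7 with reduced substrate affinity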
Target sequence (Q969H0 whole entry, looked up): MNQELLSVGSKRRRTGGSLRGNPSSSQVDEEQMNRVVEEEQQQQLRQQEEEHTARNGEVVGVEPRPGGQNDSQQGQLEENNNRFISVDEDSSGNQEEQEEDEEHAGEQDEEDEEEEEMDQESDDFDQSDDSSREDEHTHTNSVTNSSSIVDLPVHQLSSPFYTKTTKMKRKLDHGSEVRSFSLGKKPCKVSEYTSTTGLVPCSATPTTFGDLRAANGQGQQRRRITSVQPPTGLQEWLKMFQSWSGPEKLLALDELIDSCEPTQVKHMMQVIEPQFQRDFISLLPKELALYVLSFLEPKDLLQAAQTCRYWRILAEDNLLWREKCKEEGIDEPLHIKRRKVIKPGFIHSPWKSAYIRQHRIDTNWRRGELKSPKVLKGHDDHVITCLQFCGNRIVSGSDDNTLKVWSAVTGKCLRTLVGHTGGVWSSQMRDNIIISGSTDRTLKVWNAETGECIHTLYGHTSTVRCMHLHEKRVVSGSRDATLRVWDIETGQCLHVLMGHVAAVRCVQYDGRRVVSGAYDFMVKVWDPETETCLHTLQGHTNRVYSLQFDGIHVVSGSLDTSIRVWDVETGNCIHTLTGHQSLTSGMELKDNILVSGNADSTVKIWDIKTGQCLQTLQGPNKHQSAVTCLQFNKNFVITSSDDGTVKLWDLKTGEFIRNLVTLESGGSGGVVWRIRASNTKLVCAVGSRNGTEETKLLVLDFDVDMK
GPR151 activ – activators of human GPR151; Q8TDV0; PathHunter beta-arrestin GPR151 cells, luminescence; activation, % at 11.2 µM; 1% of 650,000 active; AID 1508602; in the data active means activation above about 4.9%;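 further: 0% = median of compound wells and 100% = cells with positive control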
Target sequence (Q8TDV0 whole entry, looked up): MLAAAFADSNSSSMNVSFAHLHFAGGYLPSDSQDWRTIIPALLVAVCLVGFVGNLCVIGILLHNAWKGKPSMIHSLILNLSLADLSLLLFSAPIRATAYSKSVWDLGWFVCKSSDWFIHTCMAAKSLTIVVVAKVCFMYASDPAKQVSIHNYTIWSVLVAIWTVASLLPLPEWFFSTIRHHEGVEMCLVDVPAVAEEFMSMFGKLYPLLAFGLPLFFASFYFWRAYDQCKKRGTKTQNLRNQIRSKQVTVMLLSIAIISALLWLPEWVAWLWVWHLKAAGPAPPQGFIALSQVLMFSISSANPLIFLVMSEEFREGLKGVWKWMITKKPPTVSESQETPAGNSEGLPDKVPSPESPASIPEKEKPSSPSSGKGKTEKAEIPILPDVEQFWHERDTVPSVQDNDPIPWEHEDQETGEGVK
TEAD-YAP inh – TEAD-YAP interaction inhibition; HEK-TIYL cells, TEAD-Gal4/YAP UAS-luciferase luminescence; inhibition, % at 9.12 µM; 1.4% of 640,000 active; AID 1259422; in the data active means inhibition above about 32%;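 further: 0% = median of test compound wells and 100% = reference inhibitor wells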
Active calls of the source: *; / = no result given.

SMILES | MITF inh | FBW7 activator | GPR151 activ | TEAD-YAP inh
CCOC(=O)N1CCC(Nc2c(Nc3ccc(C)c(C)c3)c(=O)c2=O)CC1 | -15 | -0.2 | 1.0 | -3
COc1ccc(C2CC(=O)Nc3c2ccc2ccccc32)cc1OC (stereo unspecified) | -12 | 0.0 | 0.9 | 9
Cc1ccc2nc(-c3ccc(F)cc3)c(-c3ccc(F)cc3)nc2c1 | -3 | 0.0 | 2.6 | -1
Nc1ncccc1C(=O)OCC(=O)c1ccc(Cl)cc1 | 4 | 0.1 | 0.3 | -29
Cc1ccc(-c2cc(-c3ccccc3)c(C#N)c(SCC(O)CS(=O)Cc3ccccc3)n2)cc1 (stereo unspecified) | 0 | -0.2 | 1.8 | 5
O=C1OC(c2ccco2)=N/C1=C\c1cccc(Cl)c1 | 2 | -0.1 | 0.6 | 5
COc1ccc(C2=NC(C)(C)N(CC(=O)Nc3cccc(C)c3)C2=O)cc1 | -2 | 0.1 | 0.5 | -1
CC(=O)c1ccc(NCC(=O)NCc2ccccc2Cl)cc1 | 3 | 0.0 | 1.0 | -8
Cc1ccnc(N2C(=O)CSC2c2ccc(Cl)cc2)c1 (stereo unspecified) | 13 | 0.6 | 0.8 | 9
CCOc1ccc2nc(NC(=O)c3ccc(OC)c([N+](=O)[O-])c3)sc2c1 | 7 | 0.0 | 0.1 | 2
O=c1c(Cl)c(Cl)cnn1C12CC3CC(CC(C3)C1)C2 | 4 | 0.1 | 0.1 | 78*
CCOC(=O)c1ccc(Nc2ncnc3c2cnn3-c2ccc(OC)cc2)cc1 | 17 | 0.1 | 0.9 | 22
COc1cc2c(=O)n(Cc3ccco3)c(=O)n(CC(=O)Nc3ccccc3)c2cc1OC | -12 | -0.1 | -0.7 | 7
Cc1ccc(F)c(NC=C2C(=O)OC(C)(C)OC2=O)c1 | 11 | -0.1 | -0.6 | 0
CCc1c(C)c2ccc(OC)c(C)c2oc1=O | 17 | 0.4 | 1.3 | -25
CCN(CC)c1nc(C)nc2sc(C(=O)Nc3ccc(OC)cc3OC)c(C)c12 | 17 | 0.4 | -0.9 | 10
COc1ccc(CN(Cc2ccccn2)S(=O)(=O)c2ccc(C)cc2)cc1OC | 26 | -0.5 | -0.9 | 1
Fc1ccc(Cn2nnc(-c3ccc(F)cc3)n2)cc1 | 1 | 0.5 | 0.3 | 3
Oc1c(C(c2cccs2)N2CCOCC2)ccc2cccnc12 (stereo unspecified) | 61* | -1.3 | 1.9 | 77*
COc1cc(/C=N/n2c(C)cc(C)c(C#N)c2=O)cc(OC)c1OC | 13 | 0.7 | 0.1 | 10
CN(C)c1cccc(Nc2nc(NCCN3CCOCC3)c3ncn(C4CCCCC4)c3n2)c1 | 26 | 0.1 | 1.9 | -5
CC(C)(C)NC(=O)c1c(NC(=O)c2ccccc2)sc2c1CCC(C(C)(C)C)C2 (stereo unspecified) | -1 | -0.1 | 3.0 | 14
CCCn1ncc(C(=O)N2CCCCC2c2nc3ccccc3[nH]2)c1C (stereo unspecified) | -14 | 0.3 | 1.2 | 13
COc1cc2c(cc1NC(=O)C1(C)CC1(Cl)Cl)oc1ccccc12 (stereo unspecified) | 8 | 0.0 | 0.3 | -15
CCC(C)NC(=O)C1CCC(=O)N1CCc1ccccc1 (stereo unspecified) | 3 | 0.2 | -0.6 | -2
O=c1ccccn1CCOc1ccc(Br)cc1 | 0 | 0.0 | 0.9 | -16
CC(C(=O)Nc1ccccc1Br)N(c1ccc(Cl)cc1)S(C)(=O)=O (stereo unspecified) | 8 | 0.1 | 1.8 | 7
CCCCNCCOCCOc1ccccc1 | 39 | -0.2 | 0.4 | 1
CCOC(=O)c1cnn(-c2ccc(OC)cc2)c1CN1CCCC(O)C1 (stereo unspecified) | 8 | 0.0 | 1.6 | 1
CCn1c(COc2ccccc2C)nnc1SCC(=O)NC1CCCCC1 | 10 | 0.0 | 0.8 | 7
CCOC(=O)C1(CC)NC(c2ccc(F)cc2)C2C(=O)N(C)C(=O)C21 (stereo unspecified) | -7 | 0.2 | -0.9 | -4
COCCNC(=O)c1cc(C)nc2c1c(C)nn2-c1ccccc1 | 15 | -0.1 | 1.4 | 6
COc1ccc(N(C(=O)c2[nH]ncc2[N+](=O)[O-])C2(C(=O)Nc3ccccc3)CCCCC2)cc1 | 15 | 0.1 | 0.5 | 15
CC(=O)N1CCN(C(=O)Cn2nc3c(C)cc4c(C)cc(C)cc4n3c2=O)CC1 | -1 | -0.1 | -0.9 | 0
Cn1c(=O)n(C)c2cc(S(=O)(=O)Nc3ccc4c5c(cccc35)CC4)ccc21 | -17 | 0.0 | 0.1 | 17
NS(=O)(=O)c1ccc(CNc2ccc3ncc(-c4ccc(F)c(Cl)c4)n3n2)cc1 | -3 | -0.1 | 0.9 | 0
NC(=O)CSc1nc2ccccc2c2nc(-c3ccc([N+](=O)[O-])cc3)nn12 | -7 | 0.0 | -1.0 | -11
CC(NC1CC(=O)N(c2ccc(-c3nc4ccccc4o3)cc2)C1=O)c1ccccc1 (stereo unspecified) | 1 | 0.1 | 0.7 | -24
CCOC(=O)c1sc(=NC(=O)C2CC2)n(C)c1C | -4 | 0.0 | -1.4 | 2
O=C1c2ccccc2C(=O)c2c(NCC(O)CCl)cccc21 (stereo unspecified) | 33 | -1.1 | -1.4 | -13
S=C(NCCc1ccccc1)NCc1ccncc1 | -1 | -0.2 | -0.7 | -5
O=C(Nc1ccccc1)C1CCCN1C(=O)Nc1ccccc1 (stereo unspecified) | 5 | -0.1 | 0.7 | 5
COCCn1c(=S)[nH]c2cc(C(=O)NCCCN3CCOCC3)ccc2c1=O | 15 | 0.1 | -1.7 | 18
O=C(CN(C(=O)c1csnn1)c1cccc(F)c1)NCc1ccc2c(c1)OCO2 | -12 | 0.0 | -0.5 | -2
C[N+]12CCCCC1[C@@H](CCCC#N)CCC2 (stereo partly specified) | 7 | 0.0 | 0.1 | 1
COc1cc(/C=N/Nc2cc(C)nc3ccccc23)cc(OC)c1OC | 1 | -0.1 | 0.0 | 7
CCOC(=O)C1=C(C)NC2=C(C(=O)C(C(=O)OC)C(C)C2)C1c1ccc(OC)cc1 (stereo unspecified) | 18 | 2.3* | -0.3 | -17
Cc1ccc(Cn2c(C)c(C)n3c4c(=O)n(C)c(=O)n(C)c4nc23)cc1 | -2 | -0.1 | -0.9 | 2
N#Cc1ccccc1NC(=O)c1ccc(=O)n(Cc2cccc(F)c2)c1 | 3 | 0.2 | 1.4 | 9
COc1cccc(NC(=O)CSc2nnc(C(O)c3ccccc3)n2-c2ccccc2)c1 (stereo unspecified) | -10 | 0.2 | -0.4 | 9

Following part
SMILES | MITF inh | FBW7 activator | GPR151 activ | TEAD-YAP inh
O=C(Cn1cncn1)N/N=C/c1cccs1 | 1 | 0.0 | 3.0 | 9
CCc1nnc(NC(=O)C2CCCC2)s1 | 11 | 0.0 | -1.2 | 13
Cc1ccccc1CSc1nc(=O)n2cccc(C)c2n1 | 16 | 0.2 | -0.5 | 3
Fc1cccc(CSc2ccc3nnc(-c4cccnc4)n3n2)c1 | 4 | -0.5 | 1.0 | -12
Oc1cccc(O)c1 | 12 | 0.0 | -0.8 | -1
Cc1cc(S(=O)(=O)N(Cc2ccco2)CC2CCCO2)ccc1-n1cnnn1 (stereo unspecified) | 8 | -0.1 | -0.4 | -1
Cc1ccc(C)c(NC(=O)Cn2c(=O)n(Cc3ccco3)c(=O)c3ccccc32)c1 | 12 | 0.0 | -0.6 | 6
Cc1ccc2ncnc(N(CC(C)C)CC(C)C)c2c1 | 11 | 1.1 | 0.1 | -2
CCOC(=O)C1=C(C)N(C)C(C)=C(C(=O)OCC)C1c1ccsc1 | 8 | 0.1 | -1.2 | 10
COCCNC(=O)/C=C/c1ccc([N+](=O)[O-])cc1 | 5 | 0.0 | 1.6 | 9
CCCCNC(=O)CSc1nc2cc3c(cc2c(=O)n1CCCCCC(=O)NCCc1ccc(OC)c(OC)c1)OCO3 | 11 | -0.1 | 1.4 | -23
CN1C(=O)[C@@H](O)C[C@H]1c1ccc(F)cc1 | 9 | 0.1 | -0.5 | -1
COc1ccc(N(C(C)=O)c2nc(-c3cc4c(ccc5ccccc54)oc3=O)cs2)cc1 | -3 | -0.1 | 0.5 | -5
COC(=O)c1ccc(N2C(=O)c3cccnc3C2=O)cc1 | 41 | -1.6 | 0.2 | -4
CCc1ccccc1NC(=O)N1CCCN(c2nc3cc4c(cc3cc2C#N)OCO4)CC1 | -15 | 0.3 | -0.3 | -10
Cc1csc(NC(=O)C2CCN(S(=O)(=O)c3cccc4cccnc34)CC2)n1 | -1 | -0.3 | 0.4 | 18
CCOC(=O)C1=C(CSc2nc(CC)c(C)cc2C#N)OC(N)=C(C#N)C1c1cccs1 (stereo unspecified) | 16 | 0.0 | -0.7 | -7
CCCC1(C2CCN(C(=O)c3ccc(C)cc3)CC2)NC(=O)N(Cc2ccco2)C1=O (stereo unspecified) | 27 | 1.2 | -1.2 | -5
CCOC(=O)c1ccc(NC(=O)C(C)NS(=O)(=O)c2ccc(F)cc2)cc1 (stereo unspecified) | -4 | -0.1 | 0.3 | -9
CCCOc1ccc(/C=C/C(=O)Nc2ccc(S(N)(=O)=O)cc2)cc1OC | 3 | 0.0 | 1.8 | 2
CC(=O)N1CCc2cc(S(=O)(=O)Nc3ccn(-c4ccccc4)n3)ccc21 | -1 | 0.1 | -0.7 | -5
Cc1ccc(-c2nnc(NCc3nc4ccccc4[nH]3)c3ccccc23)cc1S(=O)(=O)N1CCOCC1 | 21 | 0.0 | -0.8 | 26
CC(C)(O)CNC(=O)c1ccc(Cl)cc1 | -16 | 0.0 | 0.1 | -5
CCCSc1nnc2c(n1)OC(c1cn(C(C)=O)nc1-c1ccccc1)N(C(C)=O)c1ccccc1-2 (stereo unspecified) | -2 | 0.0 | -1.4 | 7
CC1=C(C(=O)OC(C)(C)C)C(c2ccc(O)cc2)NC(=O)N1 (stereo unspecified) | 0 | 0.0 | -1.4 | 8
COC(=O)c1cc(OC)c(OC)cc1NC(=S)N1CCOCC1 | 12 | 0.3 | -0.6 | 9
O=C(Cn1cnc(Cl)c1Cl)NCc1n[nH]c(=O)c2ccccc12 | 3 | 0.0 | 0.0 | -1
CCCCCn1c(SCc2ccncc2)nc2cc(C(=O)Nc3cccc(Cl)c3)ccc2c1=O | 14 | 0.3 | -0.2 | 2
COc1cc(OC)cc(C(=O)Nc2ccc3oc(-c4ccc(OC)c(Br)c4)nc3c2)c1 | 2 | 0.2 | -1.6 | -42
O=C(/C=C/c1ccccc1)C1=C(O)C(=O)N(CCO)C1c1ccccc1 (stereo unspecified) | -3 | -0.3 | -1.0 | -3
O=C(Nc1ccc(Cl)cc1)N1CCC(n2cnc3cccnc32)CC1 | 9 | -0.1 | 0.2 | -5
O=C(Nc1nc(-c2ccccc2)c(C(=O)c2ccccc2)s1)c1cc(Cl)cc(Cl)c1 | 4 | 0.3 | -0.3 | 7
C=C(C)CSc1nc2c(c(=O)n1-c1cccc(Br)c1)C1(CCCCC1)Cc1ccccc1-2 | -11 | 0.1 | -0.2 | 7
N#Cc1ccc(-c2ccncc2)nc1SCC(=O)NC1CC1 | 13 | -0.1 | 1.3 | 3
CC(C)CCOc1ccc(C(=O)NCCCCCC(=O)O)cc1 | 2 | 0.0 | -1.0 | 38*
CC(C)n1c(=O)n(CC(=O)Nc2cccc3ncccc23)c2cccnc21 | -3 | 0.0 | 0.8 | 18
CCCCC[C@@H](O)/C=C/C=C\C/C=C\C/C=C\CCCC(=O)O | -2 | / | -1.0 | /
NC(=O)C1CCN(C(c2ccc(Cl)cc2)c2nnnn2Cc2ccccc2)CC1 (stereo unspecified) | -9 | 0.1 | -1.2 | -14

Already shown: an excerpt of the list.
SMILES | MITF inh | FBW7 activator | GPR151 activ | TEAD-YAP inh
CCCSc1nnc2c(n1)OC(c1cn(C(C)=O)nc1-c1ccccc1)N(C(C)=O)c1ccccc1-2 (stereo unspecified) | -2 | 0.0 | -1.4 | 7
CC1=C(C(=O)OC(C)(C)C)C(c2ccc(O)cc2)NC(=O)N1 (stereo unspecified) | 0 | 0.0 | -1.4 | 8
COC(=O)c1cc(OC)c(OC)cc1NC(=S)N1CCOCC1 | 12 | 0.3 | -0.6 | 9
O=C(Cn1cnc(Cl)c1Cl)NCc1n[nH]c(=O)c2ccccc12 | 3 | 0.0 | 0.0 | -1
CCCCCn1c(SCc2ccncc2)nc2cc(C(=O)Nc3cccc(Cl)c3)ccc2c1=O | 14 | 0.3 | -0.2 | 2
COc1cc(OC)cc(C(=O)Nc2ccc3oc(-c4ccc(OC)c(Br)c4)nc3c2)c1 | 2 | 0.2 | -1.6 | -42
O=C(/C=C/c1ccccc1)C1=C(O)C(=O)N(CCO)C1c1ccccc1 (stereo unspecified) | -3 | -0.3 | -1.0 | -3
O=C(Nc1ccc(Cl)cc1)N1CCC(n2cnc3cccnc32)CC1 | 9 | -0.1 | 0.2 | -5
O=C(Nc1nc(-c2ccccc2)c(C(=O)c2ccccc2)s1)c1cc(Cl)cc(Cl)c1 | 4 | 0.3 | -0.3 | 7
C=C(C)CSc1nc2c(c(=O)n1-c1cccc(Br)c1)C1(CCCCC1)Cc1ccccc1-2 | -11 | 0.1 | -0.2 | 7
N#Cc1ccc(-c2ccncc2)nc1SCC(=O)NC1CC1 | 13 | -0.1 | 1.3 | 3
CC(C)CCOc1ccc(C(=O)NCCCCCC(=O)O)cc1 | 2 | 0.0 | -1.0 | 38*
CC(C)n1c(=O)n(CC(=O)Nc2cccc3ncccc23)c2cccnc21 | -3 | 0.0 | 0.8 | 18
CCCCC[C@@H](O)/C=C/C=C\C/C=C\C/C=C\CCCC(=O)O | -2 | / | -1.0 | /
NC(=O)C1CCN(C(c2ccc(Cl)cc2)c2nnnn2Cc2ccccc2)CC1 (stereo unspecified) | -9 | 0.1 | -1.2 | -14
